Screening results: PubChem, Broad Institute
CAL PDZ FP-1 – untagged CAL PDZ binding inhibitors, primary screen, biochemical, fluorescence polarization, HTS; Golgi-associated PDZ and coiled-coil motif-containing protein (Homo sapiens), Q9HD26; purified CAL PDZ, TMR-peptide fluorescence polarization, 1 h; inhibition, % at 24.9 µM; 300,000 compounds, 0.92% hits; AID 602252, 2012;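 active = mean inhibition of at least 30% with at least half of replicates also reaching 30%; inconclusive = no clear call, values can overlap the other calls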;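 note: 0% = DMSO neutral control and 100% = excess unlabeled competitor peptide PRC23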
CAL PDZ FP-2 – CAL PDZ peptide-binding inhibitors, primary screen, biochemical, fluorescence polarization, Cer-tagged CAL PDZ, HTS | Golgi-associated PDZ and coiled-coil motif-containing protein (Homo sapiens), Q9HD26 | purified CAL PDZ, TMR-peptide fluorescence polarization, 1 h | inhibition, % at 20 µM | 330,000 compounds, 0.02% hits | AID 504414, 2011;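 active = highest replicate inhibition of at least 40%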;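 note: plate controls were DMSO neutral control wells for no effect and unlabeled competitor peptide control wells for full effect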
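Material: tagged CAL PDZ domain; buffer or medium: 25 mM sodium phosphate pH 7.4, 150 mM NaCl, TCEP, IgG, Thesit; compound dosing: single point, 20 µM; schedule: 1 h incubation at room temperature before polarization reading; measured by: FP readout, S and P plane fluorescence; read-out basis: percent inhibition from loss of millipolarization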
Rtt109 Vps75 – inhibitors of C. albicans Rtt109/Vps75 HAT, primary screen, biochemical, ThioGlo CoA-SH fluorescence, plate reader; purified Rtt109/Vps75, 4 h; inhibition, % at 34.9 µM; 330,000 compounds, 0.16% hits; AID 540336, 2011;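 active = inhibition of at least 50% in every replicate; inconclusive = best replicate reaches 50% inhibition but some replicates fall short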
SR-BI uptake up – activators of SR-BI mediated DiI-HDL uptake, primary screen, ldlA[mSR-BI] CHO cells, DiI fluorescence | activation, % at 12.5 µM | 320,000 compounds, 0.096% hits | 3 h; 100 = double the neutral-control signal | AID 504775, 2011;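 active = mean replicate activation of at least 60% and every replicate at or above 60%; inconclusive = mean or all-replicate condition met, but not both; inactive = mean below 60% and not all replicates reaching 60%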;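 note: 0% = median plate neutral-control signal and 100% = twice that signal; values of inactives mirror those of a sister screen read the other way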
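material = CHO ldlA[mSR-BI] cells | medium = Ham's F12 with 0.5% BSA, HEPES 25 mM, pH 7.4 | reagent = fluorescent DiI-HDL, 10 µg/mL final | compound dosing = single-point compound dose | incubation = 3 h, 37 °C | measured by = bottom-read fluorescence, 550/595 nm | measure = HDL uptake via cellular fluorescence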
dFosB act – activators of delta FosB homodimer, primary screen, biochemical, fluorescence polarization, TAMRA-CDK5 oligo, single point. 340,000 compounds, 0.99% hits. Protein FosB (Mus musculus), P13346. purified delta FosB; percent of positive-control signal above neutral wells. activation, % at 25 µM;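 active = mean activation above about 17%, with every replicate also reaching it, limit read from the data, passing the limit was not always enough; inconclusive = only one of the two conditions met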;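 note: fluorescence polarization rise as delta FosB binds a TAMRA Cdk5 AP-1 oligo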
Target sequence (P13346 whole entry, looked up): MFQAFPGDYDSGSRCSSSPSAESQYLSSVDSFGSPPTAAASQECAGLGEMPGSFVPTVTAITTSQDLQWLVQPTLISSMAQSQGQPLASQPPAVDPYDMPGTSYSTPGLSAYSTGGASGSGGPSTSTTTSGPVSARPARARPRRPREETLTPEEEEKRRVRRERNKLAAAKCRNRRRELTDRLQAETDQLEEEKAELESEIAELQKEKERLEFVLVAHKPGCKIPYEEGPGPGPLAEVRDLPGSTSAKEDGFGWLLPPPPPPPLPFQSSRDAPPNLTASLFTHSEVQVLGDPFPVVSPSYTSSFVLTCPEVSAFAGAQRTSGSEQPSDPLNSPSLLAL
MITF act – activators of MITF-driven TRPM1 promoter reporter, primary screen, cell-based, SK-MEL-5, luciferase, single point; SK-MEL-5 TRPM1-promoter luciferase, 24 h; % of positive control, neutral wells = 0; activation, % at 12.5 µM; 300,000 compounds, 0.75% hits; AID 588334, 2011;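 active = mean activation of at least 80% with every replicate also reaching 80%; inconclusive = mean reaches 80% but some replicate falls short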;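 note: 0% = neutral control wells and 100% = parthenolide positive control wells; values of inactives mirror those of a sister screen read the other way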
PfHsp90 set2 – growth inhibition of PfHsp90-expressing yeast, primary screen, antimalarial PfHsp90 inhibitor project, S. cerevisiae, BacTiter-Glo luminescence, single point, set 2; BacTiter-Glo ATP, 48 h; yeast lacking PDR1 and PDR3 efflux regulators; inhibition, % at 9.4 µM; 310,000 compounds, 0.32% hits; AID 504621, 2011;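 active = every replicate shows inhibition above about 80%, whatever the replicate mean, limit read from the data; inconclusive = mean inhibition reaches the set limit but some replicate falls short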;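 note: 0% = DMSO neutral controls and 100% = 20 µM radicicol positive controls; yeast relying on Plasmodium falciparum Hsp90 in place of its own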
SR-BI DiI inh – inhibitors of SR-BI mediated HDL lipid uptake, primary screen, ldlA[mSR-BI] cells, fluorescence, single point | Scavenger receptor class B member 1 (Mus musculus), Q61009 | ldlA[mSR-BI] CHO cells, DiI-HDL uptake fluorescence, 3 h | inhibition, % at 12.5 µM | 320,000 compounds, 0.96% hits | AID 488896, 2010;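 active = mean replicate inhibition of at least 70% and a set share of replicates each scoring 70 or more; inconclusive = meets just one of the two criteria; inactive = fails both criteria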;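 note: 0% = median of neutral control wells and 100% = median of positive control wells; values of inactives mirror those of a sister screen read the other way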
Target sequence (Q61009 whole entry, looked up): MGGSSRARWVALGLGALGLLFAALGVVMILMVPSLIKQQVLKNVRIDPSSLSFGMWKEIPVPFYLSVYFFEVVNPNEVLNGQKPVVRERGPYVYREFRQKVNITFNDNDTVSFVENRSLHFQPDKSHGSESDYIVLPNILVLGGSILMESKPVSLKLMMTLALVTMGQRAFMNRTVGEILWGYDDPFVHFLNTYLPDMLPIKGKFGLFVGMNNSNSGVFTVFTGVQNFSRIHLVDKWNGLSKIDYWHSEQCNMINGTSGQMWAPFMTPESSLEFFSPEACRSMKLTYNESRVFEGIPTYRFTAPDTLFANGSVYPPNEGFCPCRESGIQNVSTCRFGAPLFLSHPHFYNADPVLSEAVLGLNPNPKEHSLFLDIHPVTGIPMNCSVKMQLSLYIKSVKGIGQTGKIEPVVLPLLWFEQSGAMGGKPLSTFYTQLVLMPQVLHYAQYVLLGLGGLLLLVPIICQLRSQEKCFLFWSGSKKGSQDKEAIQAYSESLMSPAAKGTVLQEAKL
PvdQ inh – P. aeruginosa PvdQ acylase inhibitors, primary screen, biochemical, fluorescence, plate reader and imaging, single point. PvdQ acylase [Pseudomonas aeruginosa LESB58]. purified PvdQ acylase. inhibition, % at 10 µM. 340,000 compounds, 0.063% hits; in the data active = inhibition above about 30%, passing the limit was not always enough; inconclusive = no clear call, values can overlap the other calls;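 note: 0% = vehicle neutral wells and 100% = reference inhibitor wells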
NSD2 HMT inh – NSD2 histone methyltransferase inhibitors, primary screen, biochemical, AlphaScreen, single concentration, set 2 | Histone-lysine N-methyltransferase NSD2 (Homo sapiens), O96028 | NSD2 peptide methylation, 120 min | inhibition, % at 12.5 µM | 310,000 compounds, 0.54% hits | AID 743445, 2014; in the data active = inhibition above about 50%
Numbers without * were called inactive; ? = inconclusive; / = no result given.

Fields – MITF act	PfHsp90 set2	SR-BI DiI inh	SR-BI uptake up	NSD2 HMT inh	CAL PDZ FP-2	dFosB act	PvdQ inh	Rtt109 Vps75	CAL PDZ FP-1
- CCOC(=O)N1CCN(C2CCCN(C(=O)c3ccccc3N(C)C)C2)CC1 (stereo unspecified)
    1	-13	3	-3	-3	-1.9	-6	1	1	0
- COc1nsnc1N1CCOCC1
    0	0	-14	14	-4	-0.9	-8	12	-2	-3
- CN(C)c1nc(N)nc(Cn2ccnc2)n1
    -12	45	7	-7	0	-0.9	0	-19	3	1
- Cc1ccc(NC(=O)CCC(=O)N/N=C/c2coc3ccccc3c2=O)cc1
    -2	0	/	/	-3	-1.2	0	-15	-8	3
- CCC1CCCCN1CCCNC(=O)Cn1cc2c(n1)-c1c(oc(C(=O)N3CCCC3)c1C)CC2 (stereo unspecified)
    12	18	-4	4	2	-3.3	-5	2	5	-4
- O=C(NCC1CCCO1)c1cnn2c(C(F)F)cc(C3CC3)nc12 (stereo unspecified)
    2	10	-20	20	-3	-5.9	-14	-6	-2	/
- O=C(Cc1ccccc1)N1N=C(c2ccncc2)CC1(O)C(F)(F)F (stereo unspecified)
    -2	22	/	/	1	/	-4	-13	-6	-2
- COc1ccc(OCCCC(=O)OC(C)C(=O)Nc2ccc(C)cc2)cc1 (stereo unspecified)
    -11	12	8	-8	3	-0.3	-2	-2	-3	/
- COc1cc(/C=N/NC(=O)c2cccnc2)ccc1OC(=O)c1ccc2c(c1)OCO2
    -2	5	0	0	-6	-2.6	1	-4	12	-4
- COc1cc2c(cc1OC)C1=C(C#N)CN(CC(=O)O)CN1CC2
    /	-3	17	-17	/	0.5	-3	10	-12	1
- COc1ccc(NC(=O)C2=CC(c3ccc(C)cc3)=NS(=O)(=O)N2C)cc1
    -8	18	2	-2	/	0.3	2	5	12	-4
- Cc1cc(C(=O)C(C)OC(=O)c2ccc(NC(=O)CC#N)cc2)c(C)n1-c1ccc(OC(F)F)cc1 (stereo unspecified)
    -5	/	51	-51	0	-2.5	-10	10	11	-3
- CCC(CC)c1nnc(NC(=O)C2=NNC(=O)CC2)s1
    -1	2	17	-17	-1	-0.9	-3	-8	6	-3
- Cc1cc(C)cc(N(C(=O)Cc2cccs2)C(C(=O)NC2CCCCC2)c2ccccn2)c1 (stereo unspecified)
    4	/	-24	24	-2	-1.8	-9	-9	-6	/
- CC(C)Cn1c(N)c(C(=O)NCCN2CCOCC2)c2nc3ccccc3nc21
    4	-16	26	-26	-23	-0.5	-4	-15	12	1
- COc1ccc(C(=O)NCCOc2cccc(Oc3ccccc3)c2)cc1OC
    /	-16	18	-18	-1	0.0	-6	-5	-2	-2
- Cc1cc(C)nc(NC(=O)c2ccc(C)o2)n1
    2	-14	-1	1	0	-2.5	3	4	26	0
- CCN(CC)C(=O)[C@H]1CC(CC(=O)NCCC2=CCCCC2)C(=O)N2CCc3c([nH]c4ccccc34)[C@]12C (stereo partly specified)
    -14	6	28	-28	/	0.0	-17	4	-7	-3
- CC(C)C(=O)N(c1ccc2oc(=O)sc2c1)S(=O)(=O)c1ccccc1
    -12	-2	-11	11	0	-1.7	0	5	14	/
- C=CCn1ccc(=NC=C(C#N)C#N)c2ccccc21
    /	-17	3	-3	0	0.9	-9	14	2	-2

Random excerpt: two compounds from above, in no set order.
Fields – MITF act	PfHsp90 set2	SR-BI DiI inh	SR-BI uptake up	NSD2 HMT inh	CAL PDZ FP-2	dFosB act	PvdQ inh	Rtt109 Vps75	CAL PDZ FP-1
- COc1nsnc1N1CCOCC1
    0	0	-14	14	-4	-0.9	-8	12	-2	-3
- CCC1CCCCN1CCCNC(=O)Cn1cc2c(n1)-c1c(oc(C(=O)N3CCCC3)c1C)CC2 (stereo unspecified)
    12	18	-4	4	2	-3.3	-5	2	5	-4

Other results follow:
Fields – MITF act	PfHsp90 set2	SR-BI DiI inh	SR-BI uptake up	NSD2 HMT inh	CAL PDZ FP-2	dFosB act	PvdQ inh	Rtt109 Vps75	CAL PDZ FP-1
- O=c1c2c3c(sc2nc2n1CCCC2)CCCCC3
    39	-18	7	-7	1	-0.2	6	-6	-5	-2
- O=S(=O)(Nc1ccc2c(c1)OCCO2)c1cccc2nsnc12
    -12	8	-2	2	2	/	-3	-10	-5	-2
- Cc1cc(C)nc(NC(=O)CCCC(=O)O)c1
    -3	25	-14	14	3	1.5	7	-8	4	-4
- COc1ccc(NC(=O)C2CCN(S(=O)(=O)c3cccs3)CC2)cc1OC
    -4	-15	24	-24	0	-0.6	-2	-1	4	-6
- CSCCC(NC(=O)c1ccccc1)C(=O)N1CCN(C(=O)c2ccccc2)CC1 (stereo unspecified)
    /	3	-17	17	1	-0.6	-8	-10	-9	-6
- CC(C)N1CCC(N2CCN(C/C=C/c3ccc(F)cc3)CC2CCO)CC1 (stereo unspecified)
    18	-11	-7	7	0	-1.1	5	-10	-5	-2
- NC(=O)C1=C[C@@H](c2ccc(C(F)(F)F)cc2)C[C@@H](OCc2ccc(CO)cc2)O1
    4	5	0	0	/	0.4	-2	-3	-2	0
- CNC(=O)NC(=O)C(C)OC(=O)c1cc2c(s1)CCCCC2 (stereo unspecified)
    3	-11	11	-11	1	-0.1	2	-1	-6	-2
- O=C(Nc1cccc(Cl)c1N1CCOCC1)c1ccco1
    12	-13	13	-13	-6	-3.2	-5	4	10	-6
- O=C(COc1ccccc1)Nc1c2c(nn1-c1ccc(F)cc1)CS(=O)(=O)C2
    1	3	-2	2	-1	-2.5	-4	-10	8	0
- CCOC(=O)N1CCN(C(=O)CN(Cc2ccccc2)S(C)(=O)=O)CC1
    1	15	7	-7	-3	-3.4	-1	-11	-8	-4
- CCCn1c(/N=C/c2ccccc2O)nc2ccccc21
    6	-41	11	-11	-2	-0.5	3	-12	4	-5
- COc1cc(/C=C/C(=O)N(C)CC(=O)Nc2ccccc2SC)cc(OC)c1OC
    -4	-29	34	-34	0	-2.0	-12	-11	1	-2
- Cc1ccc(-n2c(C)cc(/C([O-])=C(/C(=S)Nc3ccc(F)c(Cl)c3)[n+]3ccccc3)c2C)cc1
    /	/	41	-41	0	-0.6	-3	-6	4	-4
- O=C(NC1CCCCC1)NC1CCN(CC(=O)N2CCOCC2)CC1
    2	-15	-13	13	6	0.5	-5	2	-19	-2
- O=C(NCc1ccc(Cl)cc1)c1cc(=O)[nH]c2ccc(S(=O)(=O)N3CCOCC3)cc12
    7	-49	/	/	-1	-1.6	-10	-8	-2	-1
- S=C(NCc1cccs1)Nc1ccccc1
    -4	4	-26	26	8	-0.3	1	-1	-6	-3
- CCOc1ccc(/C=C/C(=O)N(CC)CC(=O)Nc2ccc3c(c2)OCCO3)cc1OC
    7	4	?	-71	2	-1.6	-6	-5	-3	2
- CC(=O)c1ccc(NC(=O)CNC2CCCCC2)cc1
    12	-11	8	-8	0	-1.1	3	-14	10	0
- Cc1ccc(/C=C/C2=NN(Cc3ccccc3Cl)C(=O)CC2)cc1
    -1	-3	11	-11	-2	-0.9	-5	-7	0	-5
- COc1ccc(OC)c(CN2CCC(C(=O)N(C)CCc3ccc(OC)c(OC)c3)CC2)c1
    -6	13	-12	12	2	-4.5	-8	-9	-7	-5
- COc1ccc(-c2noc(CCCCC(=O)N3CCN(c4cc(C)ccc4C)CC3)n2)cc1
    -50	25	45	-45	/	-0.1	-11	1	-2	-5
- COc1cc(C(=O)N2C(=O)CCC2=O)cc(OC)c1OC
    /	34	7	-7	-3	-0.9	-2	-17	4	-3
- COC(=O)C1=C(N)OC2=C(C(=O)CCC2)C1c1ccccc1OC (stereo unspecified)
    -12	10	-17	17	-2	-0.4	-1	-2	-1	-3
- C=CCOC(=O)C1=C(C)NC(=O)NC1c1ccc(OC(=O)c2ccco2)c(OC)c1 (stereo unspecified)
    -4	15	12	-12	-2	-0.4	2	-15	11	-2
- COc1ccc(OCc2nnc(NC(=O)Nc3ccccc3F)s2)cc1
    -3	-64	/	/	-9	-2.7	11	8	-8	-3
- O=C(CN1C(=O)NC2(CCc3ccccc32)C1=O)c1ccc2c(c1)OCCO2 (stereo unspecified)
    -9	9	-9	9	3	-1.0	-1	0	3	-1
- CCOC(=O)c1ccccc1NC(=O)CSc1cccc[n+]1[O-]
    -2	27	-9	9	-2	-1.1	-2	1	5	-5
- N#CCCn1cc(C(=O)Nc2ccc([N+](=O)[O-])cc2)c(-c2cccs2)n1
    -4	-4	28	-28	0	-2.0	0	-10	/	2
- CCC(=O)Nc1ccc(C(=O)OCc2ccccc2)cc1
    62	/	/	/	0	-1.3	-6	5	5	2
- Cc1cc([N+](=O)[O-])cc(C)c1OCC(=O)N/N=C/c1ccc(OC(=O)c2ccccc2Br)cc1
    4	-24	64	-64	-2	-2.3	1	6	38	-1
- CCCCOc1ccc(NC(=O)CN2CCN(CC)CC2)cc1
    5	-1	-6	6	2	-0.8	-7	-13	-13	6
- O=C(N/N=C/c1ccc[nH]1)c1cc(-c2cccs2)nc2ccccc12
    -3	-21	46	-46	2	-2.1	-6	-5	6	-5

5 of the entries above in order of the Rtt109 Vps75 value, ascending.
canonical_smiles	Rtt109 Vps75
O=C(Cc1ccccc1)N1N=C(c2ccncc2)CC1(O)C(F)(F)F (stereo unspecified)	-6
COc1ccc(OCCCC(=O)OC(C)C(=O)Nc2ccc(C)cc2)cc1 (stereo unspecified)	-3
COc1cc(/C=C/C(=O)N(C)CC(=O)Nc2ccccc2SC)cc(OC)c1OC	1
C=CCn1ccc(=NC=C(C#N)C#N)c2ccccc21	2
COc1ccc(NC(=O)C2=CC(c3ccc(C)cc3)=NS(=O)(=O)N2C)cc1	12
